Screening data (PubChem)
KinaseGlo FLuc = blocks Kinase-Glo luciferase, a counter-screen artifact. actives 0.28% (n = 200,000). Potency, µM (highest dose often 38.3 µM), inactives show at the top dose activity change, negative = inhibition, most hits filed as inhibitors. Kinase-Glo luciferase, ATP luminescence, 8 min. Q27757. AID 1379; note: potency is the fitted concentration of half-maximal effect; % is set by controls: 0 for no effect and ±100 for the full control effect; nearly all actives have a fitted effect of over 60% in size
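Substrate mix (final 50 mM imidazole pH 7.2, 50 mM KCl, 7 mM MgCl2, 10 uM ATP, 0.01% Tween 20, 0.05% BSA) plus pin-tool compound, then Kinase-Glo detection mix; 8 min ambient, luminescence read.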
HTT aggregate = reduces HttQ103-GFP aggregates in PC12 cells | AID 1688 | PC12 HttQ103-GFP aggregates, Acumen cytometry, 40 h | Potency, µM (top dose mostly 46.1 µM), inactives show at the top dose activity change, negative = inhibition, actives largely listed as inhibitors | actives 1.1% (n = 220,000); note: potency is the fitted concentration of half-maximal effect; % is set by controls: 0 for no effect and ±100 for the full control effect; nearly all actives have a fitted effect of over 60% in size
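PC12/HTTQ103-GFP, ecdysone-inducible; teb 100 nM; cpd qHTS titration; GFP aggregates read on laser cytometer, Ex 488/Em 500-530 nm.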
CBFb RUNX1 block = inhibitors of human CBF-beta and RUNX1 interaction. Q01196+Q13951. AlphaScreen CBFb-His/RUNX1-biotin binding, biochemical. Potency, µM (doses to about 59.8 µM), inactives show top-dose activity, negative = inhibition, actives largely listed as inhibitors. 230,000 tested, under 10 active; note: % of control where 0% means no effect
Target sequence (Q01196 whole entry, looked up): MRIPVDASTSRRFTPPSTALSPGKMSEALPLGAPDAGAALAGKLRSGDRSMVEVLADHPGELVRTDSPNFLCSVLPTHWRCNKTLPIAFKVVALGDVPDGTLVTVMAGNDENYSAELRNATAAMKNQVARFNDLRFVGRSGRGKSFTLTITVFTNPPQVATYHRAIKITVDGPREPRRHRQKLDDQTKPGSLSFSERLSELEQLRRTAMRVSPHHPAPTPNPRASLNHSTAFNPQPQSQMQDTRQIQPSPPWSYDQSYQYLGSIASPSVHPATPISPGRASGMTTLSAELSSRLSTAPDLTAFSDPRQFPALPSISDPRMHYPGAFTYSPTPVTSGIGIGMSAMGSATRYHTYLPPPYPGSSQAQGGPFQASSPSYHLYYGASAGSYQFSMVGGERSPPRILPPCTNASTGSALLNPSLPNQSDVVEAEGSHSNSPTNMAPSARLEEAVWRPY
Target sequence (Q13951 whole entry, looked up): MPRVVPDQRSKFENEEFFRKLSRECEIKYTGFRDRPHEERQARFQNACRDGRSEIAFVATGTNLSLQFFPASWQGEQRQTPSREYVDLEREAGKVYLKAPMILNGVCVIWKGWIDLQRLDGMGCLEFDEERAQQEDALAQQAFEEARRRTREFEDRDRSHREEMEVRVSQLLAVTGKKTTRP
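AlphaScreen proximity signal reports loss of binding between His-tagged CBF-beta and biotin-labelled RUNX1, each at 30 nM. Proteins are pre-associated for 20 minutes, compounds added for 15 minutes, then beads for 90 minutes, all at ambient temperature.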
SMN2 splice enh = increases expression of the SMN2 splice variant; actives 2.8% (n = 210,000); HEK293 SMN2-luciferase splicing reporter, luminescence, 30-36 h; Potency, µM (highest dose often 46.1 µM), for the others: at the top dose activity change, positive = activation, usual class: activators; note: potency is the fitted concentration of half-maximal effect; % of control where 0% means no effect; nearly all actives have a fitted effect of over 55% in size
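qHTS luciferase splicing reporter: luminescence rises when SMN2 exon 7 is included in transfected HEK293 cells. Compound exposure lasted 30-36 h at 37C, with 4.5 mM final sodium butyrate as control, followed by a ONE-Glo read.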
HTT cytoprotect = cytoprotection in Huntington HTT-Q103 PC12 cell model | actives 0.14% (n = 230,000) | PC12 HTT-Q103 induced, cytoprotection, ATP luminescence, 40 h | Potency, µM (series often up to 56.4 µM), for inactives: cytoprotection (ATP increase), usual class: activators | AID 1471;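 note: potency is the fitted concentration of half-maximal effect; % of control where 0% means no effect; nearly all actives have a fitted effect of over 45% in size; toxic huntingtin expression switched on by the ecdysone agonist tebufenozide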
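Stable PC12 Q103-GFP cells in serum-supplemented, phenol red-free DMEM; induction by tebufenozide at 100 nM final; compound dose series; cell viability quantified luminescently from ATP.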
IMPase Li inh = IMPase inhibition in cells with lithium potentiation; CHO-M1 cells, IP1 TR-FRET (IP-One), carbachol + lithium; Potency, µM (series often up to 59.4 µM), without a hit: at the highest dose activity, negative = IMPase inhibition, hits mostly inhibitors; actives 0.35% (n = 210,000); AID 1457;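 note: IP1 builds up when IMPase is blocked and the TR-FRET signal falls; potency is the fitted concentration of half-maximal effect; plate controls were basal vehicle for no effect and high inhibitor control for full effect; nearly all actives have a fitted effect of over 50% in size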
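Steps: plate 2000 CHO-M1 cells per well and culture 16–30 h; add compound and lithium; incubate 30 min, 37C; add d2-IP1 tracer and Eu cryptate anti-IP1 antibody in lysis buffer; read after 10 min at room temperature.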
Lamin A splicing = LMNA splicing modulation; Potency, µM (series often up to 46.1 µM), for inactives: top-dose ratio change, negative = inhibition, hits mostly inhibitors; actives 0.01% (n = 200,000); HeLa LMNA splicing GFP/RFP minigene ratio, 48 h; active = well fitted inhibition curve with a large enough effect in the signal ratio, with a control signal flat, not every such curve was filed as active; inconclusive = small, poorly fitted or top-dose-only effect, or effect the other way, or a change in a side signal; the % refers to the signal ratio; note: potency is the fitted concentration of half-maximal effect; % is set by controls: 0 for no effect and ±100 for the full control effect
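S3 HeLa cells stably expressing lamin A-EGFP splicing minigene plus DsRed2, 600 cells/well, 48 h compound exposure at 37C. Laser-scanning cytometry; analysed as GFP (500-530 nm)/RFP (575-640 nm) total intensity ratio; 0.5% DMSO vehicle.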
An asterisk follows results filed as active; u = inconclusive; x = no result given; [ ] = another dose, or the depositor's remark. Unless noted, calls come from the whole dose curve; as a rule, active = well fitted curve in the direction sought with a large enough effect; inconclusive = small, poorly fitted or top-dose-only effect, or another doubt; inactive = no such curve, though single readings can be large; an effect the other way counts as inactive or inconclusive. The order is random; overall some 4% were active at least once.

Every second line gives: KinaseGlo FLuc, HTT aggregate, CBFb RUNX1 block, SMN2 splice enh, HTT cytoprotect, IMPase Li inh, Lamin A splicing
C=CCOc1cccc(C2/C(=C(/O)c3ccc(C)cc3)C(=O)C(=O)N2CCN2CCOCC2)c1 (centres undefined)
→ 0%, 16%, -2%, -2%, -7%, u, 13%
Cc1ccc2c(c1)N(CC(=O)NCc1cccs1)C(=O)CO2
→ -2%, 3%, 0%, -7%, 1%[10 µM], -5%[38.3 µM], 14%
N#Cc1cc2c(nc1SCc1ccc(Cl)nc1)CCCCC2
→ x, -25%[9.22 µM], u, x, -22%[10 µM], x, x
c1ccc(Nc2ncnc3ccc(-c4cccnc4)cc23)cc1
→ -1%, x, x, -7%, -51%[inhibitor], 10%, u
CCc1ccc(NC(=S)Nc2ccc3[nH]c(=O)[nH]c3c2)cc1
→ x, -8%[9.22 µM], -1%, x, -16%[10 µM], x, 13%[46 µM]
CCOC(=S)SCC(=O)O
→ -6%[7.66 µM], x, x, -20%[9.22 µM], 3%[10 µM], 1%, x
CCOC(=O)C1(C)/C(=N/Nc2ccccc2)C(=O)C(=O)N1c1ccccc1 (centres undefined)
→ -1%, 32%, -20%, 0%, 4%, 28%[38.3 µM], 5%
COc1ccc(/C(O)=C2/C(=O)C(=O)N(CCN3CCOCC3)C2c2cccnc2)cc1OC (centres undefined)
→ 3%, 3%, -1%, -10%, 37%[10 µM], u, 1%
COc1ccc(NS(=O)(=O)c2ccc(O)c(NC(=O)c3ccc(S(=O)(=O)N4CCCC4)cc3)c2)cc1
→ x, -15%[9.22 µM], -2%, x, 24%[10 µM], x, x
COc1nc(NCc2ccco2)nc(NC2CCCCC2)n1
→ -1%, 7%, -1%, 7%, 9%[10 µM], -1%, 3%
CN(C)CCCNc1oc(-c2ccccc2)nc1C#N
→ 2%, 7%, -1%, 3%, -2%[10 µM], -17%[38.3 µM], -2%
N#Cc1c(=O)c2nc(NCCCO)ncc2n2c(=O)c3ccccc3[nH]c12
→ 0%, 24%, x, 9%, -32%, -15%, x
Cc1ccccc1SCc1noc(C(=O)NC(C)C)c1C(=O)O
→ 5%, 17%, -6%, 5%, 13%, -3%[38.3 µM], -3%[0.0737 µM]
CSC[C@@H]1NC(=S)N(c2ccc(C)cc2)C1=O
→ -5%, 19%, -1%, 7%, x, -3%, 5%
CCOc1cc(C(=S)N2CCOCC2)ccc1OS(=O)(=O)c1ccc(NC(C)=O)cc1
→ 1%, u, 2%, -61%[inhibitor], -27%, 5%[38.3 µM], 10%
CCC[C@H]1C[C@H](C(=O)N[C@H]([C@@H]2O[C@H](SC)[C@@H](O)[C@H](O)[C@@H]2O)[C@H](C)O)N(C)C1
→ 2%[17.1 µM], x, -12%[21.7 µM], -2%[20.6 µM], -1%[40.3 µM], 7%, u
O=S(=O)(O)c1cc(O)c2c(N=Cc3ccccc3O)cc(S(=O)(=O)O)cc2c1
→ 2%[7.66 µM], x, x, 4%[9.22 µM], 2%[10 µM], 14%, x
O=C(CN1CCN(Cc2ccccc2)CC1)N/N=C/c1cccnc1
→ x, -10%[9.22 µM], 0%, x, 13%[10 µM], x, x
N#Cc1c(NC(=O)CCN2C(=O)c3ccccc3C2=O)oc(-c2ccccc2)c1-c1ccccc1
→ 0%, 12%, 4%, 4%, -12%, 15%[38.3 µM], 9%
Cc1cc(=O)nc2c3ccccc3n(C(C)C(=O)Nc3cc(F)ccc3F)n12 (centres undefined)
→ x, -13%[9.22 µM], 7%, x, 5%[10 µM], x, x
CN(Cc1ccccc1)c1ccc(S(=O)(=O)N2CCC(C(=O)O)CC2)cc1[N+](=O)[O-]
→ 8%, 6%, -9%, 18%, -19%, 2%, x
COc1ccc(N2C(=O)CSC(c3ccccc3)C2=O)cc1 (centres undefined)
→ -4%, 15%, -2%, 8%, 20%[10 µM], 11%, x
COc1ccc(S(=O)(=O)N2CCCC2)c(Cl)c1Cl
→ 4%, 12%, -19%, 10%, -31%[inhibitor], 14%, u
COCCNC(=O)CN(c1ccc(C)cc1)S(=O)(=O)c1ccc(SC)cc1
→ 1%, -12%, 7%, 7%, 0%, -11%[38.3 µM], 2%
O=C(NNC(=O)C1CC1c1ccccc1)c1cccc([N+](=O)[O-])c1 (centres undefined)
→ 2%, 1%, -7%, x, 16%[10 µM], 0%, -6%
Cc1ccc(NC(=O)CN2CCN(S(=O)(=O)c3cccs3)CC2)cc1S(=O)(=O)N(C)C
→ 1%, 28%, -11%, -10%, x, 9%, x
Cc1ccc(NC(=O)CCCN2C(=O)/C(=C/C=C/c3ccccc3)SC2=S)cc1
→ 0%, 16%, 5%, -8%, 4%[10 µM], 4%, -11%
CC(C)(C)c1ccc(CN2N=Nc3ccccc3S2(=O)=O)cc1
→ -2%, -10%[9.22 µM], 0%, -27%, -47%[inhibitor], 25%[38.3 µM], u
Cc1csc(NC(=O)CSc2nnc(-c3ccncc3)n2C)n1
→ 1%, 0.0008µM*, -2%, -13%, 0%, -15%[38.3 µM], -1%
C[C@@H]1CC=C[C@@H]2[C@H]1C(=O)N(Cc1ccccc1)[C@H]2c1cccc(C#Cc2ccccc2)c1
→ 2%[39.9 µM], x, 6%, x, -68%[inhibitor], 11%, x

Some entries already given, reduced to HTT aggregate:
Structure | HTT aggregate
COc1ccc(N2C(=O)CSC(c3ccccc3)C2=O)cc1 (centres undefined) | 15%
COc1ccc(S(=O)(=O)N2CCCC2)c(Cl)c1Cl | 12%

Next structures
Every second line gives: KinaseGlo FLuc, HTT aggregate, CBFb RUNX1 block, SMN2 splice enh, HTT cytoprotect, IMPase Li inh, Lamin A splicing
CC(C)(C)C(=O)/C=C/c1ccc(Oc2ccccc2)cc1
→ x, -20%[9.22 µM], 15%, x, -8%[10 µM], x, u
CCNC(=S)N/N=C/c1ccc(OCc2ccc(C(=O)OC)cc2)cc1
→ -3%, 20%, 0%, 8%, 27%[10 µM], -7%, -14%
CCN(C(=O)COc1cccnc1[N+](=O)[O-])C1CCS(=O)(=O)C1 (centres undefined)
→ 0%, 3%, -5%, -9%, -9%[10 µM], 0%, -14%
Cn1c(CCCNC(=O)c2ccccc2)nc2ccccc21
→ 2%, 13%, 12%, 7%, -9%[10 µM], 22%[38.3 µM], -15%
COc1ccc2c(c1)c(=O)c(C(=O)c1ccc(C)cc1)cn2CC(=O)Nc1ccc(F)cc1
→ -3%, -3%, -3%[2.36 µM], -2%, x, 10%, -5%
O=C1CSC(=O)N1CC(O)COc1ccc(Cl)cc1 (centres undefined)
→ -4%, 11%, -6%, -6%, 0%, 10%[38.3 µM], 2%
Cc1nn(Cc2ccc(C(=O)N3CCOCC3)o2)c(C)c1Br
→ -2%, -13%, 6%, -3%, x, 12%, u
Cc1ccccc1-n1c(SC/C(O)=C(\C#N)c2nc3ccccc3[nH]2)nnc1-c1ccncc1
→ 0%, -5%, -12%, u, 1%, -3%[38.3 µM], 2%
Fc1ccccc1N1CCN(c2nnnn2-c2ccccc2)CC1
→ -3%, 12%, 1%, 1%, 5%[10 µM], 2%, x
NCCCNc1ccc([N+](=O)[O-])cc1C(F)(F)F
→ -1%, 0%[9.22 µM], 2%, x, -7%[10 µM], -4%, -2%[46 µM]
CCCCC1=CC2=CC(=O)C(C)(OC(=O)c3ccc(Cl)nc3)C(=O)C2=CO1 (centres undefined)
→ 0%, x, -7%, 10%, 16%, 11%, x
COc1cccc(NC(=O)CSC(N)=O)c1
→ -4%, -16%, -3%, -23%, x, 2%, u
S=c1[nH]nc(-c2cccnc2)n1/N=C/C=C/c1ccccc1
→ -1%, -3%, 28%, 15%, 3%[10 µM], 0%, -6%
CCn1cc(C(=O)OCC(=O)c2cc(C)n(-c3ccc(OC(F)F)cc3)c2C)c(=O)c2ccc(C)nc21
→ 0%, -13%, 6%, -27%, -12%[10 µM], 10%, 1%
O=C(Cn1nnc2c(cnn2-c2ccc(F)cc2)c1=O)OC1CCCCC1
→ 23%, -21%, 9%, -8%, 6%[10 µM], 38%[activator][38.3 µM], -22%
Cc1ccc2c(c1)[nH]c1c(N3CCN(Cc4ccc5c(c4)OCO5)CC3)ncnc12
→ x, u, 2%, x, -18%[0.074 µM], x, u
COc1ccc(C(c2sc3nc(C)nn3c2O)N2CCCCC2)cc1 (centres undefined)
→ 1%, 4%, 1%, 9%, 20%[10 µM], 5%, 4%
O=C1Oc2ccccc2C2(O)C3CCCCCC3C12 (centres undefined)
→ -1%, 3%, 5%, 12%, -15%, -3%[38.3 µM], -3%
CCCC1c2ccc(C)n2CCN1C(=O)Nc1ccccc1Cl (centres undefined)
→ 3%, 2%, 2%, u, 4%[10 µM], -1%, -10%
O=C(COc1cccc2c1CCN(Cc1ccccc1)C2=O)NCc1ccco1
→ 8%, -4%, -7%, x, -27%[10 µM], 0%, -1%
Oc1ccc2ccccc2c1Cc1c(O)ccc2ccccc12
→ 0%[7.66 µM], x, x, -3%[9.22 µM], 10%[10 µM], -5%, x
CCC(=O)Nc1ccc(N2CCN(Cc3ccccc3F)CC2)cc1
→ x, -5%, 1%, x, -5%[10 µM], x, -5%
CN(C)c1ccc(/C=N/NC(=O)c2ccn(C)n2)cc1
→ x, 14%[9.22 µM], 2%, x, -10%[10 µM], x, x
CN1CCc2c(sc3nc(NN)n(Cc4ccccc4)c(=O)c23)C1
→ x, -17%[9.22 µM], u, x, 0%[10 µM], x, x
COc1ccc(-c2nnc(NC(=O)C(C)C)s2)c(OC)c1
→ 2%, -7%, -12%, 22%, -28%, 13µM*, 9%
CC(C)(C)CC(C)(C)c1ccc(O)c(Cc2ccc(Cl)cc2Cl)c1
→ -9%, 8%, 9%, -73%[inhibitor], -361%[inhibitor], 10%, x
CCOC(=O)c1c(NC(=S)NCc2ccccc2)sc2c1CCN(C(=O)OCC)C2
→ x, 7%[9.22 µM], 1%, x, -14%[10 µM], x, x
COC(=O)C1=NNCC12CC(=O)N(c1ccc(Br)cc1)C2=O (centres undefined)
→ 0%, 21%, 9%, 9%, 1%[10 µM], 2%, 0%
COC(=O)CSc1n[nH]c(=S)s1
→ 5%, 9%, -2%, -21%, x, -1%, 2%
